Bioassay records (PubChem)
KCNQ2 inh = KCNQ2 potassium channel inhibitors, primary screen, cell-based, CHO-K1, FluxOR thallium flux, B-score (AID 2156); B-score at 10 µM; 20 min; hits give low values; O88943; 310,000 compounds, 1.1% hits;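 active = fluorescence ratio B-score at most minus 3 library SDs, with starting brightness B-score within 2 library SDs, cut at about -5.5 in these data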
Target sequence (O88943 whole entry, looked up): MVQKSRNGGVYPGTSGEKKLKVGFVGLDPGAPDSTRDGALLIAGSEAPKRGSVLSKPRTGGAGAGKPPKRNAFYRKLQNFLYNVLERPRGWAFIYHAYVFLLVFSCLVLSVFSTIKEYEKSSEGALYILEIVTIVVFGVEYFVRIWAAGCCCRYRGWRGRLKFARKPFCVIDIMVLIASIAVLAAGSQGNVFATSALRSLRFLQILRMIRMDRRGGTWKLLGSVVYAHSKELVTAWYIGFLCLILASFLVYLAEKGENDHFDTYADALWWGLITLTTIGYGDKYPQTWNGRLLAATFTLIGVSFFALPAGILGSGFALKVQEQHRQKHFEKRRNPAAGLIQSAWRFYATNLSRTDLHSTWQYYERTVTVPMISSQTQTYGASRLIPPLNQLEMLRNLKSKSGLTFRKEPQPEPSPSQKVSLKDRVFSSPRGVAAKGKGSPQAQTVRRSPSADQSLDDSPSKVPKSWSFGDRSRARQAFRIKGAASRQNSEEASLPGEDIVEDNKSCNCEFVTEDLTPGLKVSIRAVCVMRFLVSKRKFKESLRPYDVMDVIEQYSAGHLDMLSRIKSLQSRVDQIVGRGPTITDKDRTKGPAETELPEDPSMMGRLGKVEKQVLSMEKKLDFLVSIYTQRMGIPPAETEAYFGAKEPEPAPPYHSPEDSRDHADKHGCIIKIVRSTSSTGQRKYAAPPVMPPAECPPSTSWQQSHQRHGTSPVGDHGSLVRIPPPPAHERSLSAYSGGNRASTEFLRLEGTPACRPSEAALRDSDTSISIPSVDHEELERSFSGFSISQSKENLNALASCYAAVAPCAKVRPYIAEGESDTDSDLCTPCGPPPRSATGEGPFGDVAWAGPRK
OX1R antag = antagonists of human orexin 1 receptor (OX1R). OX1R-expressing cells, FRET antagonist read-out. 330,000 compounds, 1.8% hits. AID 485270. inhibition, % at 6.6 µM; in the data active = inhibition mostly above about 38%, no sharp cut-off; inactive = mostly below about 40%;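 also: 0% = agonist challenge alone and 100% = reference antagonist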
STK33 inh = inhibitors of human STK33 kinase. purified STK33, MBP phosphorylation, ADP-Glo luminescence. inhibition, % at 10 µM. 320,000 compounds, 0.073% hits;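 active = inhibition at or above 25%, using the most active replicate where run in duplicate; inactive = inhibition below 25%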
* hit, by the source's call; i = inactive; / = not tested or not shown. Rows were taken by chance. Share with any hit: about 2.7%.

The opening seven compounds (preview)
SMILES	KCNQ2 inh	OX1R antag	STK33 inh
CCN(CC)CCNC(=O)c1ccc(-n2c(C)cc3c2CCCC3=O)cc1	i	-0.3	1.9
COC(=O)c1onc(-c2c(Cl)cccc2Cl)c1C(=O)OC	i	5.2	-0.3
O=C(NCc1ccco1)c1cc(-c2ccccc2)c(N2CCOCC2)s1	i	28.8	1.2
COC(=O)COc1c(/C=C\c2nc(O)c([N+](=O)[O-])c(=O)[nH]2)cccc1OC	i	34.3	1.6
O=C(NC(=S)N1CCN(c2ccccc2)CC1)c1ccco1	/	3.7	-1.2
CC1(c2nnc(Cc3ccccc3)o2)CC(c2cccc(Cl)c2)=NO1 (stereo not drawn)	i	17.5	1.0
COc1cc(CC(=O)OCC(=O)Nc2ccccc2C#N)cc(OC)c1OC	/	12.7	4.7

Main list, previewed entries included:
SMILES	KCNQ2 inh	OX1R antag	STK33 inh
CCN(CC)CCNC(=O)c1ccc(-n2c(C)cc3c2CCCC3=O)cc1	i	-0.3	1.9
COC(=O)c1onc(-c2c(Cl)cccc2Cl)c1C(=O)OC	i	5.2	-0.3
O=C(NCc1ccco1)c1cc(-c2ccccc2)c(N2CCOCC2)s1	i	28.8	1.2
COC(=O)COc1c(/C=C\c2nc(O)c([N+](=O)[O-])c(=O)[nH]2)cccc1OC	i	34.3	1.6
O=C(NC(=S)N1CCN(c2ccccc2)CC1)c1ccco1	/	3.7	-1.2
CC1(c2nnc(Cc3ccccc3)o2)CC(c2cccc(Cl)c2)=NO1 (stereo not drawn)	i	17.5	1.0
COc1cc(CC(=O)OCC(=O)Nc2ccccc2C#N)cc(OC)c1OC	/	12.7	4.7
O=C(NCCc1ccc(F)cc1)c1ccc(Cl)c(S(=O)(=O)N2CCOCC2)c1	/	6.1	-0.7
O=S1(=O)CCN(Cc2cccc(C(F)(F)F)c2)CC1	i	9.6	-0.2
C=CCC[C@@H](Cc1ccc(F)cc1)C(=O)OCCNC(=O)[C@H](CC=C)CC(=O)NCCO	/	7.9	0.0

Grouped by structure: the compounds so far with an aryl methoxy group (two)
SMILES	KCNQ2 inh	OX1R antag	STK33 inh
COC(=O)COc1c(/C=C\c2nc(O)c([N+](=O)[O-])c(=O)[nH]2)cccc1OC	i	34.3	1.6
COc1cc(CC(=O)OCC(=O)Nc2ccccc2C#N)cc(OC)c1OC	/	12.7	4.7

The list continues.
SMILES	KCNQ2 inh	OX1R antag	STK33 inh
CCCCCCSc1ccc([C@@H]2[C@H]3C(=O)N(C)C(=O)[C@H]3[C@]3(C(=O)OC)CCCCN23)cc1	i	5.0	0.6
COc1cccc(CNC(=O)c2ccc(C3SCCS3)cc2)c1	i	17.7	-1.3
CCOC(=O)[C@H]1[C@H]2COc3ccc(C)cc3[C@@H]2N2C(=O)c3ccc(Cl)cc3NC(=O)[C@@]12C	/	3.8	0.8
NS(=O)(=O)c1cccc(NC(=O)COC(=O)C2CCN(S(=O)(=O)c3cccs3)CC2)c1	i	5.8	-0.2
C=CCn1c(SCC(=O)N2CCN(c3ccc(F)cc3)CC2)nnc1-c1ccco1	i	1.9	-2.6
COc1ccccc1N1CCN(CCCCOc2ccc(C)cc2C)CC1	i	11.6	0.0
CCNS(=O)(=O)c1ccc(NC(=O)Nc2ccccc2OC)cc1	i	14.8	1.7
CSCC[C@H](NC(=O)c1cccc(S(=O)(=O)N2CCCCC2)c1)c1nc2ccccc2[nH]1	/	17.0	0.7
COc1ccc(-c2c(C)c3ccc(O)cc3oc2=O)cc1	i	4.1	0.5
COCCCC1CCN(C(=O)C2CCC(=O)N(CCc3cccc(F)c3)C2)CC1 (stereo not drawn)	i	14.2	-2.7
CCc1cc2c(NCCC(=O)O)nc(C)nc2s1	i	8.6	-1.9
CCOC(=O)c1c(-c2ccccc2)csc1NC(=O)CCN1CCOCC1	i	11.4	-1.0
Cc1ccc(C(=O)N2CCN3C(=O)c4ccccc4C23c2ccccc2)cc1 (stereo not drawn)	i	19.7	0.2
Cc1ccc(N/N=C/c2c(O)cc(C)oc2=O)cc1	/	14.5	-1.4
COc1ccc2cc3cc(C(=O)NC4CC4)sc3nc2c1	i	30.9	-0.6
O=C(O)C1(NS(=O)(=O)c2ccc(F)c(Cl)c2)CCCCC1	i	4.7	-2.2
CC1CCCCN1C(=O)CCn1c(=O)oc2ccccc21 (stereo not drawn)	i	12.7	-0.8
CCc1ccc(CN2CCCC(C(=O)Nc3ccc(-c4cscn4)cc3)C2)o1 (stereo not drawn)	i	14.6	0.2
C=CCc1cccc(/C=N/NC(=O)COc2ccc(-n3cnnn3)cc2)c1O	i	30.5	-0.3
COc1ccc2cc(S(=O)(=O)N3CCCC(C)C3)ccc2c1 (stereo not drawn)	i	-1.4	-1.1
CN(C)C(C)(C)C#CCCCCC#CC(C)(C)N(C)C	/	1.3	-0.3
CN1CCN(C(=O)c2ccccc2NC(=O)Cc2ccccc2)CC1	i	17.3	-0.3
COc1cccc(N2CCN(C(=O)c3ccc(CS(=O)c4ccccc4Cl)o3)CC2)c1 (stereo not drawn)	i	14.6	0.1
CCc1ccc(NC(=O)C(=O)NCCN2CCN(Cc3ccc([N+](=O)[O-])cc3)CC2)cc1	i	10.1	-0.4
O=C(/C=C/c1ccccc1Cl)NCc1cccs1	i	26.1	-0.7
CC(C(=O)NCc1ccco1)n1cc([N+](=O)[O-])cn1 (stereo not drawn)	i	16.8	-2.6
COc1cc(CN2CCSCC2)c([N+](=O)[O-])cc1OC	i	26.7	0.1
COCCCN1C(=O)c2ccc(C(=O)Nc3ccccc3Cl)cc2C1=O	i	5.8	-0.4
CCOc1ccc(NC(=S)NC(C)CCc2ccccc2)cc1 (stereo not drawn)	i	23.0	-1.1
CC(C)(C)N(NC(=O)Nc1ccc(F)cc1)C(=O)c1ccccc1	i	8.9	-1.6
O=C(c1ccc(Cl)cc1)N1N=C(c2ccccn2)CC1(O)C(F)(F)F (stereo not drawn)	i	9.8	-0.6
CCN(CC)C(=O)Oc1ccnc2cc(Cl)ccc12	i	29.7	-0.8
O=C(NC(Cc1c[nH]c2ccccc12)C(=O)N/N=C/c1cccnc1)c1cccs1 (stereo not drawn)	i	71.0*	-1.2
O=S(=O)(Nc1ccc2c(c1)OCO2)c1cccs1	i	17.4	-1.7
COc1cccc(-c2nn(-c3ccccc3)cc2C(=O)OCC(=O)Nc2ncc(Cl)cc2Cl)c1	i	9.8	-1.4
NS(=O)(=O)c1ccc(CCNC(=O)COC(=O)C2CCN(c3ccc(C(F)(F)F)cn3)CC2)cc1	i	21.8	-0.3
O=S(=O)(c1ccc(NCCOc2ccccc2)nc1)N1CCCC1	/	9.2	-2.1
CC(=O)C1=C(O)C(=O)N(CCc2c[nH]c3ccccc23)C1c1ccco1 (stereo not drawn)	i	13.5	-0.2
COc1ccc(NC(=O)CCn2cccc2)c(OC)c1	i	-1.6	-0.5
CC(C)(C)OC(=O)C[C@@H]1C/C=C\C[C@@H](CC(=O)N(CCO)Cc2ccccc2)C(=O)N[C@@H](c2ccccc2)COC1=O	/	12.3	1.9
COc1ccc(S(=O)(=O)N2CCCCCC2)cc1C(=O)OCc1cccc(OC)c1OC	i	6.1	/
O=C(COc1ccc(F)cc1Cl)NC1CCCCCC1	/	8.6	1.0
c1cnc2ccc(C(c3nnnn3C3CCCC3)N3CCSCC3)cc2c1 (stereo not drawn)	i	14.8	-1.1
CCOC(=O)c1[nH]n(-c2ccc(Cl)cc2)c(=O)c1C	i	12.6	-0.5
COc1cc(/C=N/NC(=O)CCn2c3ccccc3c3ccccc32)cc(OC)c1OC	i	15.6	/
CCOCCCNC(=S)Nc1ccc2nc3n(c(=O)c2c1)CCCCC3	i	11.8	0.3
O=C(OC1CCOC1=O)c1cccc(S(=O)(=O)Nc2cccc(Cl)c2)c1 (stereo not drawn)	i	14.9	-0.8
CCNC(=O)C(C)NC(=O)C1=NN(c2ccccc2)C(=O)CC1 (stereo not drawn)	i	13.4	-0.3
Clc1ccc(-c2ccc(CNCC3CCCO3)o2)cc1 (stereo not drawn)	i	1.1	0.3
CCOc1ccccc1N(C(=O)c1snc(C(N)=O)c1N)C(CC)C(=O)NC1CCCC1 (stereo not drawn)	i	9.2	-1.5
(more compounds)
SMILES	KCNQ2 inh	OX1R antag	STK33 inh
CN(CC(=O)Nc1ccccc1Cl)C(=O)COC(=O)c1nc(Cl)c(Cl)c(Cl)c1Cl	i	19.5	0.3
COc1ccc(Cl)cc1NC(=O)Cn1c(C)csc1=O	/	2.3	-2.2
CCN1CCN(Cc2cc(=O)oc3cc(C)cc(C)c23)CC1	i	11.0	0.6
N#Cc1cnn(Cc2ccccc2)c1N	i	8.2	-0.7
CSc1ccccc1C(=O)NCCc1ccc(S(=O)(=O)N2CCCCC2)cc1	i	9.9	-0.6
COc1cccc(/C=C2\Sc3ccc(C(=O)NCC4CCCO4)cc3N(C)C2=O)c1 (stereo not drawn)	i	9.6	0.5
O=C(Cn1ncc2c(=O)oc3ccccc3c21)N1CCN(c2ccccn2)CC1	i	-2.2	0.0
CC(C)Cc1nnc(NC(=O)c2cccc(S(=O)(=O)N3CCN(C)CC3)c2)s1	i	14.5	-2.3
CCO[C@H]1OC(C(=O)N2CCCCCCC2)=C[C@@H](c2csc3ccccc23)[C@@H]1CCCO	i	3.5	-1.3
COCCNC(=O)COC(=O)C1=Cc2ccccc2OC1	i	8.1	-0.4
COc1ccccc1C(=O)Nc1ccc(C)cc1C(=O)c1ccccc1	i	12.2	-1.5
O=c1c2ccccc2c(-c2ccccc2)nn1Cc1ccccc1	i	7.3	-1.0
Cc1cc(C)c(C(=O)CSc2nnc(C)s2)c(C)c1	i	13.1	0.3
CN(C)C(=O)N1CCC(C(=O)NCc2ccc(F)cc2Cl)CC1	i	15.8	-0.9
Cc1cc(S(=O)(=O)Nc2ccc3c(c2)n(C)c(=O)n3C)ccc1F	i	7.0	0.2
COCCNC(=O)c1c(N)sc2c1CCCC2	i	19.6	0.4
CCOC(=O)C1(CCOc2ccccc2)CCN(Cc2cccc(OC)c2O)CC1	i	24.6	2.6
COc1ccc(S(=O)(=O)Cc2ccccc2)cc1N	i	4.8	-1.2
COc1ccc(Cn2nnnc2CN(CCCN2CCOCC2)Cc2cc3cc(OC)ccc3[nH]c2=O)cc1	i	14.2	/
CCOCCCNCc1cc(Cl)cc(Cl)c1OCC	i	12.6	-1.1
N#Cc1cc2cc3c(cc2nc1SCC(=O)N1CCCC1)OCCO3	i	22.3	-0.4
Cc1cnc(C(=O)OC(C)C(=O)NCc2ccccc2)cn1 (stereo not drawn)	i	9.9	-1.3
COc1ccc2nc(SCC(=O)NN)cc(C)c2c1	i	49.2*	-2.3
CCOC(=O)[C@H]1[C@H]2COc3ccc(Br)cc3[C@@H]2N2C(=O)CN(CC3CCCO3)C(=O)[C@@]12C (stereo partly drawn)	/	5.1	-0.6
CCOC(=O)c1nn(-c2ccc(F)cc2)c(=O)c2c(N)scc12	i	92.7	0.2
O=C(Cn1cnc2cc([N+](=O)[O-])ccc2c1=O)Nc1cccc(S(=O)(=O)N2CCOCC2)c1	i	25.6	-1.7
CCOC(=O)c1cnc2c(-c3ccccc3)c(C)nn2c1N	i	5.9	-1.3
CCNc1nc(CN2CCCCC2)nc2scc(-c3ccccc3)c12	i	11.8	0.8
CCOc1ccc(S(=O)(=O)Nc2ccc(C(=O)NCC(c3ccco3)N(C)C)cc2)cc1 (stereo not drawn)	i	23.0	-0.3
CC(C)(C)OC(=O)N1CCC(C(=O)Nc2ccc(C(=O)N3CCOCC3)cc2)CC1	/	-1.8	-1.0
COCCN(C(=O)Nc1ccccc1)c1ccccc1	i	8.8	-0.8
CCN(C(=O)CSc1nc2ccccc2n1CC)C1CCS(=O)(=O)C1 (stereo not drawn)	i	15.2	-0.1
Cc1ccc2nc(C(F)C(F)(F)F)[nH]c2c1 (stereo not drawn)	i	10.9	0.0
COC(=O)c1ccc(Cl)cc1N(Cc1c(F)cccc1Cl)S(C)(=O)=O	i	24.1	-0.5
Cc1ccccc1OCC(O)Cn1c2ccccc2c2ccccc21 (stereo not drawn)	i	7.6	-2.0
O=C(Nc1ccccc1)Oc1ccc[nH]c1=O	i	6.5	-0.1
C#CCOCCOCCOCCNc1nc(N2CCN(C(=O)[C@H](CCC(=O)O)n3cc(C(N)CC(C)C)nn3)CC2)nc(N2CCN(C(=O)[C@H](Cc3cc4ccccc4[nH]3)n3cc(C(N)[C@H](C)CC)nn3)CC2)n1 (stereo partly drawn)	i	7.0	-1.6
C=CCn1c(N)c(C(=O)Nc2ccc(C)cc2)sc1=S	i	17.1	-1.8
COc1ccc(Cl)cc1NC(=O)CN(C)C(=O)Cn1cnc2c1c(=O)n(C)c(=O)n2C	i	13.0	-0.3
Cc1ccc2c(c1)/C(=N/OS(=O)(=O)c1ccccc1)CCS2	i	13.1	-0.8
N#CCCN(C(=O)COC(=O)CCc1c[nH]c2ccccc12)c1ccc(F)cc1	i	28.8	/
NCCCSC1=NCCCN1	i	8.3	-1.7
Cc1nn(CC(=O)NCC(C)c2ccccc2)c(=O)c2cccn12 (stereo not drawn)	i	16.4	-1.4
CCCCN(C(=O)C(C)Oc1ccc(Cl)cc1)c1c(N)n(CCCC)c(=O)[nH]c1=O (stereo not drawn)	i	12.9	0.1
CN(Cc1ccccc1)C(=O)c1nc[nH]c1C(=O)N(C)Cc1ccccc1	/	7.3	-2.2
Clc1ccccc1OCc1nnc2n1CCCCC2	i	7.0	3.6
C/C=C/C1=CC(=O)C[C@H](c2ccc(F)cc2)C1	/	11.8	-1.5
CCC(=O)NNc1nc2c(F)cc(F)cc2s1	i	-3.1	0.3
NCCCCCc1nnc(SCc2ccccc2Cl)o1	i	8.9	-0.5
COc1ccc(OC)c(S(=O)(=O)N2CCC(C(=O)NCc3ccccn3)CC2)c1	i	-2.2	-27.3
COc1ccc(S(=O)(=O)N2CCOCC2)cc1NC(=O)CSc1nnc2c(n1)[nH]c1ccccc12	i	16.0	-2.0
CCN(C(=O)c1ccnn1C)c1ccccc1	i	0.4	-0.9
